From PubChem BioAssay
Yfh1-depleted yeast = enhancers of respiration in Yfh1-depleted yeast, dose response, Friedreich's ataxia, plus single-dose screen (AID 1465) | S. cerevisiae Yfh1-off respiration, WST-1 reduction, 72 h; higher fold induction means a stronger effect | one-dose fold induction at 50 µM; EC50 in µM for titrated hits | actives 0.074% (n = 220,000);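 active = fold induction of absorbance versus untreated yeast above a set limit, then at least 30% activation at any dose in follow-up; inconclusive = repeats straddling the limit, or above it without dose testing; inactive = fold induction below the set limit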;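 note: activators that raise dye reduction in frataxin-depleted yeast; strong numbers were not always called active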
NOD1 inhibition = NOD1 signaling inhibitors, primary screen, cell-based, luminescence, uHTS (AID 1578); actives 1% (n = 290,000); inhibition, % at 4 µM, or EC50 in µM where a hit was titrated; NOD1-driven NF-kB luciferase reporter cells, luminescence; higher % means a stronger effect; in the data active = inhibition mostly above about 36%, no sharp cut-off; inactive = mostly below about 34%;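 note: HEK-293T reporter cells stimulated with the NOD1 agonist gamma-tri-DAP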
M17LAP inhibition = P. falciparum M17LAP inhibitors, primary screen, biochemical, fluorogenic H-Leu-NHMec substrate, 1536-well (AID 1619); recombinant M17LAP, H-Leu-NHMec fluorogenic kinetic assay; higher % means a stronger effect; inhibition, % at 30 µM, or IC50 in µM where a hit was titrated; actives 0.38% (n = 220,000);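 active = compound inhibiting the enzyme by more than half at any dose during confirmatory dose-response retesting; inconclusive = strong single-dose inhibitors picked by rank but not retested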;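 note: plate controls were full reaction with DMSO carrier for no effect and no enzyme background for full effect; strong numbers were not always called active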
Insulin prom up = MIN6 insulin promoter up-regulation; z-score at 5 µM; AID 1625; actives 0.3% (n = 190,000); MIN6 insulin promoter-GFP reporter, high-content imaging; hits give high values;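 active = z-score above 3 at 5 µM with at least 500 cells counted in the well; inconclusive = wells under 500 cells, flagged as cytotoxic or low count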
Dynein transport = dynein cargo transport inhibition; z-score, hits read low; 3617.4 mouse cells, GR-EGFP nuclear translocation imaging; test concentration mostly 20 µM; stimulated with dexamethasone, 1 µM; hits give low values; actives 0.47% (n = 220,000);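 active = plate z-score of nuclear minus cytoplasmic receptor signal below a set negative limit, without overly bright fluorescence or cell loss, cut at about -3.5 in these data, passing the limit was not always enough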;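 note: z-score of nuclear minus cytoplasmic ring GR-EGFP intensity difference per well; some compounds called inactive have numbers as strong as hits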
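medium = tetracycline-free induction medium containing charcoal-stripped FBS | probe or stimulus = dexamethasone, 1.0 µM final | timing = 48 h induction, then 1 h compound, then 30 min agonist, 37 °C | detection = automated 10x imaging of fixed Hoechst-stained cells | read-out basis = nuclear versus cytoplasmic GR-EGFP signal, averaged per well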
Autophagy mod = alters autophagy in cells; MEF GFP-LC3 puncta imaging; test concentration mostly 10 µM; calls only at 10 µM (by protocol); actives 0.98% (n = 190,000); AID 463193;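 active = percentage of spot-positive cells more than 3 SD above its plate mean, without a fluorescence outlier flag or 80% toxicity; inconclusive = no clear call, values can overlap the other calls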;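 note: spot-positive cell cutoff set from DMSO-treated cells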
bCat nuc transl = modulators of beta-catenin nuclear translocation | actives 0.3% (n = 190,000) | HeLa beta-catenin nuclear translocation, immunofluorescence imaging | nuclear translocation activity, % at 5 µM;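 active = nuclear translocation activity above 50% at 5 µM, with a well cell count of 50 or more; inconclusive = wells under 50 cells across six images, flagged as toxic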;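 note: per-cell ratio of nuclear to cytoplasmic median beta-catenin stain intensity; plate controls were DMSO negative control for no effect and GSK-3 inhibitor IX positive control for full effect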
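test system = HeLa cells, endogenous beta-catenin | dosing = single 5 µM dose plus 0.02–20 µM confirmation series | times = compound treatment 24 h, 37°C, 5% CO2 | technique = beta-catenin immunofluorescence imaging with DAPI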
NOD2 inhibition = inhibition of NOD2-driven NF-kB reporter – cell-based, luminescence, uHTS, HEK293 (AID 1566); HEK293 NOD2/NF-kB luciferase reporter, luminescence; higher % means a stronger effect; one-dose inhibition, % at 4 µM; EC50 in µM for titrated hits; actives 0.63% (n = 290,000); in the data active = inhibition above about 50%; note: many of its hits are not listed in these tables
MT stabilizer = stabilizes microtubules in HeLa cells. % tubulin-high responders, % at 10 µM. HeLa tubulin immunostaining HCS, 24 h; share of cells brighter than vehicle mean+2SD. actives 0.83% (n = 200,000). AID 2205;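 active = plate Z-score above 3 for both tubulin-high and condensed-nucleus cell shares, with cell loss under 80%, at 10 µM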;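 note: anti alpha tubulin signal scored within the nucleus-defined area of each cell; some results filed as inactive read as strong as hits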
Dynein transport cytoplasmic EGFP = also measured in Dynein transport; calls as there; z-score; measured here: cytoplasmic GR-EGFP intensity; hits give high values
Dynein transport nuclear GR-EGFP = further read-out of Dynein transport, marked with its call; z-score; measured here: nuclear GR-EGFP intensity;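 lower value marks the stronger effect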
Dynein transport cell count = second read-out of Dynein transport, no call of its own (marks repeat the call); z-score; measured here: cell count per field
Insulin prom up cell count = second read-out of Insulin prom up, no call of its own (marks repeat the call); cell count; measured here: cytotoxicity, nuclei count;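 total cells summed across four imaged fields per well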
bCat nuc transl cell count 5 µM = further read-out of bCat nuc transl, marked with its call; cell count; measured here: cell count, cytotoxicity flag
MT stabilizer Hoechst-high % = further read-out of MT stabilizer, marked with its call; % Hoechst-high responders; measured here: nuclear condensation Hoechst responders;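 share of cells brighter than vehicle mean plus two SD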
MT stabilizer cytotoxicity % = second read-out of MT stabilizer, no call of its own (marks repeat the call); toxicity, %; measured here: cytotoxicity by cell density;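 0% = mean cell density of plate MIN control wells and 100% = no cells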
Autophagy mod cell loss 18 h = second read-out of Autophagy mod, no call of its own (marks repeat the call); toxicity, %; measured here: cell loss, nuclei count;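 cell loss after 18 h compound exposure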
An asterisk follows results filed as active; i = inactive; ? = inconclusive; . = not tested or not shown. This is a subset; the hit share may differ from the screen's.

SMILES	Yfh1-depleted yeast	NOD1 inhibition	M17LAP inhibition	Insulin prom up	Insulin prom up cell count	Dynein transport	Dynein transport cytoplasmic EGFP	Dynein transport nuclear GR-EGFP	Dynein transport cell count	Autophagy mod	Autophagy mod cell loss 18 h	bCat nuc transl	bCat nuc transl cell count 5 µM	NOD2 inhibition	MT stabilizer	MT stabilizer Hoechst-high %	MT stabilizer cytotoxicity %
Cc1ccc(-n2c(C)cc(C(=O)NS(=O)(=O)c3ccc(C)cc3)c2C)cc1	i	-3%	25µM*	0.08	1537	0.73	-0.24	0.31	-0.055	i	-5	-4.3	1114	6%	3.6	2.9	2.0
Cc1ccc(Cn2ncc3c(N4CCCC4)ncnc32)cc1	i	-21%	-8%	0.61	1268	0.062	-0.17	0.25	-0.12	i	-5	1.6	962	-1%	1.5	2.2	5.1
O=C(NC1CCCCC1)N1CCN(CCc2ccccc2)CC1	i	-8%	-5%	0.26	1960	0.76	-0.2	1.3	-0.68	i	-5	-2.6	1079	14%	2.9	1.8	6.7
CCN(CC)C(=O)C1CC(c2ccc(OC)cc2)=NO1 (stereo not given)	i	.	0%	0.3	1441	-1.1	-0.32	-0.47	0.75	i	-23	2.8	1379	-4%	4.7	3.9	4.3
CCOc1cc(/C=N/NC(=O)c2cc(-c3cccnc3)nc3ccccc23)ccc1O	i	-26%	-1%	0.37	1356	-1.2	-0.31	-0.089	0.31	i	-1	-1.0	1025	3%	3.6	2.8	9.1
NC(=O)c1cc([N+](=O)[O-])ccc1NCCN1C(=O)c2ccccc2C1=O	i	-21%	15%	0.23	1176	0.29	0.13	0.24	0.82	i	8	-0.4	1054	2%	3.5	2.1	5.4
NC(=S)N/N=C1\CC(c2ccc3c(c2)OCCCO3)Oc2ccc(F)cc21 (stereo not given)	i	7%	10%	0.42	918	0.29	-0.27	0.23	1.3	.	.	0.4	1225	7%	.	.	.
CCOc1c2ccc(C(=O)NCc3ccc4c(c3)OCO4)cc2nn1CC	i	12%	-45%	0.27	1541	-0.44	-0.15	0.24	-0.12	i	9	-2.5	1421	10%	1.7	1.3	4.9
CC(c1ccon1)N(C)Cc1cn[nH]c1-c1ccc(F)cc1F (stereo not given)	i	-9%	-5%	-0.18	1084	0.11	-0.23	-0.065	0.17	.	.	0.4	1404	-8%	.	.	.
O=C(O)c1ccc(N2C(=O)CC(SC(=Nc3ccccc3)Nc3ccccc3)C2=O)cc1 (stereo not given)	i	-58%	23%	0.45	1465	-0.37	-0.31	-0.58	0.85	i	-2	-0.8	540	0%	6.8	1.3	8.7
Cc1cc(C)cc(OCC(=O)NNC(=O)c2cc3ccccc3o2)c1	i	-39%	-2%	0.01	1115	-0.34	-0.31	-0.55	0.35	i	-1	0.6	905	8%	4.4	2.4	1.7
Cc1ccc(C2CC(c3ccc(F)cc3)Nc3nc(N)nn32)cc1 (stereo not given)	i	-9%	-3%	.	.	1.5	-0.19	0.85	0.14	i	-5	-1.6	1123	10%	2.3	2.9	9.9
N#C/C(=C\c1ccc(O)c([N+](=O)[O-])c1)C(=O)NCc1ccccc1	i	-14%	-4%	.	.	2.4	-0.19	1.2	-1.4	i	9	1.8	1085	12%	2.6	1.9	1.7
O=C(O)C1C2C=CC3(CN(Cc4ccncc4)C(=O)C13)O2 (stereo not given)	i	-24%	1%	.	.	-0.88	-0.18	-0.12	0.44	i	8	-0.8	543	12%	2.7	1.9	5.5
O=C(NCCCn1ccnc1)c1cc2ccccc2o1	i	-17%	4%	0.01	1558	-0.0048	-0.31	-0.23	-0.11	i	2	0.0	1551	12%	2.8	0.9	5.7
O=C(CCc1nnc(-c2ccsc2)o1)N1CCCCC1CCn1ccnc1 (stereo not given)	i	-42%	14%	0.42	1424	0.71	-0.062	1.1	-1.6	i	0	-2.4	1023	-2%	1.5	1.5	7.4
CN1/C(=C\C=N\NC(=O)c2ccc(O)cc2)C(C)(C)c2ccccc21	i	-2%	-13%	?	.	-0.33	-0.28	-0.41	0.5	i	-22	0.5	892	6%	7.1	2.5	12
Cc1ccc(-c2nc3ncccc3o2)cc1NC(=O)CC(C)C	i	20%	-11%	0.28	1160	2.8	-0.3	1.3	-1.1	i	3	0.1	1033	14%	3.2	5.9	11
CC(NC(=O)c1ccccc1NC(=O)c1ccco1)C(=O)O (stereo not given)	i	-18%	4%	.	.	-0.79	-0.26	-0.2	1.5	i	-4	1.4	1019	0%	2.7	1.0	7.0
O=C(CNCc1ccc(Cl)cc1)NCc1ccco1	i	-9%	2%	-0.16	1141	-0.62	-0.24	-0.74	0.57	i	8	.	.	8%	2.3	2.4	3.0
CCOC(=S)SCC(=O)Nc1nc(C)c(C)s1	i	3%	-2%	-0.04	839	-3.9*	0.51*	-1.5*	0.53*	.	.	1.3	1360	-16%	.	.	.
Cc1cc(OCCCCOc2ccc(C#N)cc2)ccc1[N+](=O)[O-]	i	-8%	-7%	0.48	911	0.99	-0.63	0.76	-1.4	.	.	0.1	1312	16%	.	.	.
CC(C)n1cc(NC(=O)c2cc(-c3ccccc3)on2)cn1	i	-62%	0%	-0.19	961	-0.33	-0.2	-0.02	1.3	i	42	.	.	-71%	28*	71*	33*
Cc1nc(Nc2ccccc2Cl)sc1C(=O)Nc1ccccc1	i	-40%	-7%	-0.16	1591	0.036	-0.25	-0.098	0.27	i	-12	1.0	1077	-17%	2.5	1.0	2.8
COc1ccc(C(=O)Nc2ccc(Oc3ncnc4sc(-c5ccccc5)cc34)cc2)cc1OC	i	-26%	9%	-0.21	1442	-0.048	-0.26	0.23	0.31	i	0	-0.2	1112	-7%	3.6	2.1	5.1
O=C(Nc1ccc(F)cc1)C1C2CCC3C(CCC21)C3(Cl)Cl (stereo not given)	i	-7%	-8%	-1.4	958	0.15	-0.21	0.032	0.066	.	.	-0.2	1329	-31%	.	.	.
CCOC(=O)/C(C#N)=C/c1c(Oc2cc(C)cc(C)c2)nc2ccccn2c1=O	i	20%	7%	0.89	1480	-0.48	0.3	-0.28	0.38	i	12	-1.0	1084	4%	5.2	2.4	7.5
CCOC(=O)C(=O)N/N=C(/c1ccccc1)c1ccc(OC)cc1	i	-6%	6%	-0.19	1009	0.62	-0.21	0.38	0.084	.	.	-1.2	1322	13%	.	.	.
C=CCNC(=O)c1c(CSc2ccccc2)noc1C(=O)NCc1ccccc1	i	5%	17%	0.54	724	-0.015	-0.76	0.28	-0.71	.	.	0.6	1111	9%	.	.	.
O=C(NCCc1cn2ccccc2n1)c1cc(COc2c(F)cccc2F)on1	i	5%	-4%	-0.61	1588	-0.94	-0.29	-0.54	0.68	i	8	0.2	1579	0%	2.2	3.9	6.8

Not a retest: 4 of the compounds above.
SMILES	Yfh1-depleted yeast	NOD1 inhibition	M17LAP inhibition	Insulin prom up	Insulin prom up cell count	Dynein transport	Dynein transport cytoplasmic EGFP	Dynein transport nuclear GR-EGFP	Dynein transport cell count	Autophagy mod	Autophagy mod cell loss 18 h	bCat nuc transl	bCat nuc transl cell count 5 µM	NOD2 inhibition	MT stabilizer	MT stabilizer Hoechst-high %	MT stabilizer cytotoxicity %
CCOC(=O)/C(C#N)=C/c1c(Oc2cc(C)cc(C)c2)nc2ccccn2c1=O	i	20%	7%	0.89	1480	-0.48	0.3	-0.28	0.38	i	12	-1.0	1084	4%	5.2	2.4	7.5
CCOC(=O)C(=O)N/N=C(/c1ccccc1)c1ccc(OC)cc1	i	-6%	6%	-0.19	1009	0.62	-0.21	0.38	0.084	.	.	-1.2	1322	13%	.	.	.
C=CCNC(=O)c1c(CSc2ccccc2)noc1C(=O)NCc1ccccc1	i	5%	17%	0.54	724	-0.015	-0.76	0.28	-0.71	.	.	0.6	1111	9%	.	.	.
O=C(NCCc1cn2ccccc2n1)c1cc(COc2c(F)cccc2F)on1	i	5%	-4%	-0.61	1588	-0.94	-0.29	-0.54	0.68	i	8	0.2	1579	0%	2.2	3.9	6.8

Continuation.
SMILES	Yfh1-depleted yeast	NOD1 inhibition	M17LAP inhibition	Insulin prom up	Insulin prom up cell count	Dynein transport	Dynein transport cytoplasmic EGFP	Dynein transport nuclear GR-EGFP	Dynein transport cell count	Autophagy mod	Autophagy mod cell loss 18 h	bCat nuc transl	bCat nuc transl cell count 5 µM	NOD2 inhibition	MT stabilizer	MT stabilizer Hoechst-high %	MT stabilizer cytotoxicity %
O=C(Nc1cc(S(=O)(=O)N2CCOCC2)ccc1N1CCOCC1)C1CCCO1 (stereo not given)	i	-33%	-2%	-0.57	1224	-0.02	-0.33	-0.49	-0.43	i	-3	-5.7	1104	12%	2.4	2.3	4.6
O=C(NC(=S)NCc1ccccc1)C1CCCCC1	i	12%	-2%	0.7	1625	0.73	-0.095	0.99	-0.89	i	17	0.0	1372	0%	2.9	1.0	6.9
O=C(Nc1ccc(Cl)cc1)N(Cc1cccs1)Cc1cccs1	i	0%	-2%	-0.59	1382	-1.1	-0.24	-0.62	-0.0072	i	-2	.	.	4%	3.3	2.8	5.3
O=[N+]([O-])c1cc2c(cc1/C=N/Nc1nc(N3CCCC3)nc(N3CCCC3)n1)OCO2	i	26%	-4%	-0.67	1008	-0.66	-0.32	-0.77	0.88	i	-1	.	.	-14%	2.6	3.6	4.4
Cc1ccc(S(=O)(=O)N(C)C)cc1NC(=O)c1cncc(Br)c1	i	59%	-6%	0.11	1387	0.13	-0.22	0.2	0.4	i	-12	3.1	1037	21%	1.5	1.8	2.0
Cc1ccccc1-n1c(SCC(=O)N/N=C/C=C/c2ccccc2[N+](=O)[O-])nc2ccccc2c1=O	i	-22%	3%	-1	1310	0.4	-0.19	0.23	0.54	i	13	1.0	522	26%	1.4	2.4	9.2
